Giardia kill: Small Molecules that selectively kill Giardia lamblia: qHTS; AID 540267, 2011; Giardia lamblia trophozoite viability; 0.15% of 340,000 active; activity change, % at 7.66 µM, hits read low; in the data active means activity change below about -80%; inconclusive means between about -30% and that limit;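 further: parasites exposed to compound for two days anaerobically before the ATP read; on the % scale 0 is the no-effect control and ±100 the full control effect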
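Trophozoite viability was measured as ATP-dependent luminescence, read 15-30 min after reagent addition. Before that, parasites at 100 cells/well were exposed to compounds for 48 h, anaerobically, at 37 deg C.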
Chronic BCR inh: qHTS Assay to Find Inhibitors of Chronic Active B-Cell Receptor Signaling. ABC-DLBCL IkBa-CBG/CBR reporter, luminescence ratio, 4 h. Potency, µM (series often up to 46.1 µM), for inactives: at the top dose ratio change, negative = lower green/red ratio, most hits filed as inhibitors. 0.05% of 340,000 active. AID 493014, 2011; active means well fitted inhibition curve with a large enough effect in the signal ratio, with a control signal flat, not every such curve was filed as active; inconclusive means small, poorly fitted or top-dose-only effect, or effect the other way, or a change in a side signal; the % refers to the signal ratio;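 further: potency means the concentration at half of the fitted maximal effect; plate controls were basal doxycycline-induced cells for no effect and cells given 10 µM MG132 for full effect; MG132 reads +100%, hits lower the ratio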
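TMD8 human ABC-DLBCL cells with doxycycline-inducible IκBα–green luciferase fusion and unfused red luciferase, in 0.5% FBS medium; compounds up to 46 uM, 4 h at 37C. Green/red luminescence ratio, filter-overlap corrected, fitted to concentration-response curves.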
GALK inh: qHTS Assay for Inhibitors of Human Galactokinase (GALK); P51570; Purified GALK, Kinase-Glo residual ATP luminescence; Potency, µM (doses to about 57.5 µM), for the others: at the highest dose activity change, negative = inhibition, usual class: inhibitors; 0.007% of 270,000 active; further: potency means the concentration at half of the fitted maximal effect; on the % scale 0 is the no-effect control and ±100 the full control effect
Target sequence (P51570 whole entry, looked up): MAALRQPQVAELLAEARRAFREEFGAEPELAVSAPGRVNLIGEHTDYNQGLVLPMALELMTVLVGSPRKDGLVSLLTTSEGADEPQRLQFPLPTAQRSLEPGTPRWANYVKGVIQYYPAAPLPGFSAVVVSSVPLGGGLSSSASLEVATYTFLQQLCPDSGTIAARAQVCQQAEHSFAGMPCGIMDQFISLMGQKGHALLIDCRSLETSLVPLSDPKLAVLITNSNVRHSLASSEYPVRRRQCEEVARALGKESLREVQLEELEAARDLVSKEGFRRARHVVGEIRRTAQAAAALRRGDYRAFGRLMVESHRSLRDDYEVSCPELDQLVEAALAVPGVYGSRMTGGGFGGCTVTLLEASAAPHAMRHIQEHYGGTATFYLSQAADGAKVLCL
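Galactose (100 uM) and ATP (35 uM) were turned over by 5 nM GALK for 1 h at RT. Kinase-Glo Plus then converted the remaining ATP into a luminescent signal.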
CXXC DNA block: qHTS Fluorescence Polarization Assay for Inhibitors of MLL CXXC domain - DNA interaction; 0.037% of 290,000 active; Histone-lysine N-methyltransferase 2A (Homo sapiens), Q03164; Potency, µM (titrated, usually from 115 µM), without a hit: top-dose activity change, negative = inhibition, actives largely listed as inhibitors; MLL-CXXC / FITC-HOXA9 DNA fluorescence polarization; AID 2662, 2010; active means well fitted inhibition curve with a large enough effect in the polarisation, with a control signal flat, not every such curve was filed as active; inconclusive means small, poorly fitted or top-dose-only effect, or effect the other way, or a change in a side signal; inactive means no such curve, though single readings can be large or run the other way; the % refers to the polarisation; further: potency means the concentration at half of the fitted maximal effect
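Steps: dispense CXXC domain solution (7 uM) → pin compounds or unlabeled HOX-A9 DNA control → 5 min ambient → add FLSN-HOX-A9 solution (50 nM) → spin → 30 min ambient → fluorescence polarization. Tris pH 7.5/NaCl/DTT/BSA buffer.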
AT treatment: qHTS Assay for Identifying a Potential Treatment of Ataxia-Telangiectasia. […] A-T fibroblasts, KAP-1 phosphorylation AlphaLISA; neocarzinostatin DNA damage 30 min before lysis. Potency, µM (series often up to 57.5 µM), inactives show at the top dose activation, usual class: activators. 0.19% of 320,000 active; further: potency means the concentration at half of the fitted maximal effect; % of control where 0% means no effect; nearly all actives have a fitted effect of over 45% in size
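hTERT-immortalized A-T patient fibroblasts ([…]), 500 cells/well in OPTI-MEM, 1% FBS, got compounds for 60 min, then NCS for 30 min at 37C. Lysates were then assayed for phospho-KAP-1 by AlphaLISA (anti-pKAP1 donor, anti-KAP1 acceptor beads), 6 hr at 25C.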
FBPA coupling cs: qHTS Assay for Inhibitors of Fructose-1,6-bisphosphate Aldolase from Giardia Lamblia: Coupling assay counterscreen | coupling enzyme system counterscreen, AmpLite Red fluorescence | activity change, negative = inhibition, % at 58.2 µM, hits read low | 0.67% of 290,000 active | AID 2472, 2010; in the data active means activity change below about -30%; further: on the % scale 0 is the no-effect control and ±100 the full control effect
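First, compound is pin-transferred into glyceraldehyde-3-phosphate coupling-enzyme reagent at 57.5 uM final and held 10 min at RT. Next, substrate, coupling system and AmpLite Red are added. After 20 min RT, fluorescence (525/598 nm) is read.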
TSHR antagonist: Antagonists of the Thyroid Stimulating Hormone Receptor: HTS campaign. Thyrotropin receptor (Homo sapiens), P16473. TSHR-expressing cells, TSH-stimulated cAMP HTRF, 2 h; stronger effect = lower value. activity change, negative = inhibition, % at 11.5 µM. 0.2% of 330,000 active;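 active means activity change below a set negative limit, meaning inhibition stronger than a set level, cut at about -70% in these data; inconclusive means activity change between two set negative limits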; further: on the % scale 0 is the no-effect control and ±100 the full control effect
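TSHR-expressing cells, 200/well, pre-treated with compound, then stimulated with EC80 TSH (4nM final) for 2 hours at 37 deg C. cAMP measured by competitive HTRF: anti-cAMP cryptate antibody in lysis buffer plus cAMP-d2, read after 30 minutes at room temperature.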
KCNH2 WT inh: qHTS for Inhibitors of KCHN2 3.1: Wildtype qHTS; U2OS, BacMam KCNH2, thallium flux FluxOr; stronger effect = lower value; activity change, % at 1.84 µM; 0.37% of 340,000 active;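 active means maximum activity change below -70%; inconclusive means maximum activity change between -70% and -50%; inactive means maximum activity change above -50%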; further: on the % scale 0 is the no-effect control and ±100 the full control effect
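U2OS cells were transduced with wild-type KCNH2 virus (2.03 x 10^8 / mL) for 4 h at room temperature, then cultured overnight at 37 C. Thallium flux was read with FluxOr dye. Rate constants were normalized to DMSO controls.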
Tb PFK inh: qHTS Assay to Find Inhibitors of T. brucei phosphofructokinase; ATP-dependent 6-phosphofructokinase (Trypanosoma brucei brucei), O15648; T. brucei PFK, ADP-Glo luminescence; Potency, µM (top dose mostly 57.5 µM), for the others: at the top dose activity, negative = inhibition, hits mostly inhibitors; 0.17% of 330,000 active; AID 485367, 2010;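 further: potency means the concentration at half of the fitted maximal effect; 0% = uninhibited 1x PFK enzyme wells and -100% = no-enzyme wells; nearly all actives have a fitted effect of over 60% in size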
Target sequence (O15648 whole entry, looked up): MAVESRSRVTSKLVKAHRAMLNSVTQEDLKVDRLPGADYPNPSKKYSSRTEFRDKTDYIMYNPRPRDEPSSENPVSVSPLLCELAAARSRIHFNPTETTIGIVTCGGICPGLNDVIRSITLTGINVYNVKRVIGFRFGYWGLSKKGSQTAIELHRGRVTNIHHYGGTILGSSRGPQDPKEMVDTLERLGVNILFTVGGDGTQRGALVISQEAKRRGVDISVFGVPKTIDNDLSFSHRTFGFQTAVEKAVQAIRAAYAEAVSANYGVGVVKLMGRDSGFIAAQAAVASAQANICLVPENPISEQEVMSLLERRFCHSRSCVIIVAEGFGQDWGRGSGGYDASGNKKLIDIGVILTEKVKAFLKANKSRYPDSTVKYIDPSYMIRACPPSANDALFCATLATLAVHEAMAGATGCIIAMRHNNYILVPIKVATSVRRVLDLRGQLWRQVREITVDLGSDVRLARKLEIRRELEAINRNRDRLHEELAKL
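Compounds were pin-transferred as a titration series up to 57 uM into substrate buffer (0.5 mM F6P, 0.1 mM ATP, pH 8.0), then 1.25 nM PFK was added and reactions ran 45 min before ADP-Glo detection.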
TCR act: Activators of T cell receptors: qHTS campaign | primary human leukocytes, anti-CD3, IL-2 HTRF, 48 h | Potency, µM (doses to about 9.22 µM), without a hit: at the highest dose activation of IL-2 secretion, most hits filed as activators | 330,000 tested, under 10 active | AID 504894, 2011; further: % of control where 0% means no effect
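Using a-CD3 beads without co-stimulation, primary human leukocytes were exposed to compounds for 48 hr. An HTRF IL-2 kit measured the cytokine, with europium-to-d2 energy transfer producing emission at 665nm upon 320nm excitation.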
* hit, by the source's call; u = inconclusive; x = no result given; & = joins results of further samples; [ ] = remark or other dose. Unless noted, the call rests on the fitted dose curve; in most records, active means well fitted curve in the direction sought with a large enough effect; inconclusive means small, poorly fitted or top-dose-only effect, or another doubt; inactive means no such curve, though single readings can be large; an effect the other way counts as inactive or inconclusive.

SMILES | Giardia kill | Chronic BCR inh | GALK inh | CXXC DNA block | AT treatment | FBPA coupling cs | TSHR antagonist | KCNH2 WT inh | Tb PFK inh | TCR act
COc1ccc(NC(=O)CCC(=O)N(Cc2ccc(OC)c(OC)c2)c2nccs2)cc1 | -7 | -14% | -3% | 4% | 3% | -2 | 3 | -5 | 5% | -3%[46.1 µM]
COc1ccc(CN=C(Nc2ccccc2)SC2CC(=O)N(C)C2=O)cc1 (stereo not drawn) | -5 | -5% | x | 4% | -2% | 2 | 6 | 1 | 3% | 1%[46.1 µM]
C=CCOC(=O)C1=C(C)NC(=O)NC1c1cn(-c2ccccc2)nc1-c1cccs1 (stereo not drawn) | -6 | -19% | 1% | 4% | -2% | 1 | -9 | -7 | 6% | -28%
O=C(CSc1nnc(-c2ccccc2F)n1C1CCCCC1)N1CCCC1 | -13 | 0% | 1% | -1% | 1% | 4 | -8 | -1 | -1% | 0%
CC1=C(C(=O)OC(C)C)C(c2cccnc2)C2=C(CC(C)(C)CC2=O)N1 (stereo not drawn) | 0 | -3% | -3% | 1% | 3% | 0 | -6 | 5 | 1% | 4%[46.1 µM]
O=c1oc2ccccc2c(Nc2ccccc2O)c1[N+](=O)[O-] | -16 | u | -2% | -1% | -3% | 0 | -5 | -25 | -6% | 10%
Cc1ccc(CNC(=O)c2cc(S(=O)(=O)N3CCOCC3)cn2C)cc1 | u | 7% | x | x | 5% | 4 | -4 | -1 | 6% | -4%
O=C(Nc1ccc(N2CCCC2=O)cc1)c1cncc(Br)c1 | -5 | 0% | 7% | -2% | 7% | x | 4 | -11 | 1% | -1%
CCC(=O)NCCc1nc2cc(NC(=O)c3ccc(OC)cc3)ccc2n1C | -10 | u | -2% | 21% | 2% | 0 | -5 | -9 | -2% | 7%
COCCC(=O)Nc1ccc2c(c1)CN(C(=O)CSC)CC2 | -4 | 1% | -1% | 5% | 6% | 1 | 10 | -3 | 0% | -4%
CCCN1C2CCCC1CC(NC(=O)NC13CC4CC(CC(C4)C1)C3)C2 (stereo not drawn) | -22 | -8% | 4% | 0% | -4% | 1 | 18 | 25 | -2% | -7%
O=C(CCNC(=O)Cn1ccc2ccccc2c1=O)NCC1CCCC1c1ccccc1 (stereo not drawn) | 6 | 1% | 0% | 10% | 6% | 4 | -12 | -3 | 4% | 2%
CC(C)N(Cc1nccn1C)C(=O)c1ccc2oc(Cc3ccccc3)nc2c1 | -8 | 0% | x | -3% | -3% | 0 | 0 | 11 | 2% | 1%
CCc1cc(=O)oc2cc(OCc3ccc(C(=O)O)o3)ccc12 | 1 | u | x | 1% | -6% | 12 | 8 | -16 | -10% | -83%
Cc1cc(C)n(CC(=O)NN)n1 | -12 | u | 4% | -10% | 3% | 6 | 7 | 2 | -5% | -4%
Cc1ccc2nc(SCC(=O)N3c4ccccc4CC3C)c(C)cc2c1 (stereo not drawn) | 0 | 0% | 4% | 4% | x | 3 | 11 | -3 | 0% | 4%
CCOC(=O)N1CCC(=NNC(=O)COc2cccc(C)c2)CC1 | 17 | -13% | 2% | 3% | 1% | 2 | 5 | 2 | 0% | 2%[46.1 µM]
Cc1ccc(NC(=O)c2cccc(NC3=NC4CS(=O)(=O)CC4S3)c2)cc1C (stereo not drawn) | -8 | -14% | x | x | -4% | -1 | -9 | -4 | -1% | 1%
O=C(Nc1nccs1)[C@@H]1CCCN1S(=O)(=O)c1ccc(Cl)cc1 | 3 | 7% | x | x | 17% | x | -5 | 8 | 9% | -1%
COc1ccc(-c2cc3c(=O)n(CC(=O)NCCCN4CCN(Cc5ccccc5)CC4)ncn3n2)cc1 | -16 | 2% | -1% | -2% | -5% | x | 1 | 6 | 0% | -3%
COc1ccc(CCn2c(-c3ccc(F)cc3)nc3c(c(=O)c4ccccc4n3C)c2=O)cc1OC | -8 | -10% | 0% | 0% | -1% | 1 | 26 | 2 | 7% | 5%
COc1ccc(-n2c(Cn3c(=O)sc4ccccc43)nnc2SCC(=O)N2CCCC2)cc1 | 3 | u | 4% | 2% | 6% | 1 | 9 | -8 | 1% | -3%
CCOc1ccc(-c2nc(N)ncc2Oc2ccccc2Br)c(O)c1 | -15 | u | 1% | -6% | 5% | 0 | 3 | -2 | 0% | 3%
Cc1ccccc1-c1cc(C(=O)NCc2ccc(OC(F)(F)F)cc2)nn1CC1CC(c2cccc([N+](=O)[O-])c2)=NO1 (stereo not drawn) | -30 | 4% | x | x | -1% | x | -14 | -5 | 2% | 12%
O=C(CN1C(=O)NC(Cc2ccccc2)C1=O)Nc1ccc(OC(F)(F)F)cc1 (stereo not drawn) | 1 | -1% | x | x | -6% | x | 26 | -9 | -6% | -2%
CCN(C(=O)CCN1C(=O)S/C(=C\c2ccccc2)C1=O)C1CCS(=O)(=O)C1 (stereo not drawn) | 7 | u | 0% | 9% | 4% | 2 | -2 | 0 | 2% | 1%
COc1ccc(OCCOC(=O)CNC(=O)c2ccc(C)cc2)cc1 | -1 | 27% | x | x | -5% | x | 8 | -6 | 0% | -32%
Cc1nc2ccccn2c1/C(O)=C1\C(=O)C(=O)N(CCN2CCOCC2)C1c1ccncc1 (stereo not drawn) | -12 | 1% | -1% | 14% | -11% | 5 | 37 | -5 | 3%[0.46 µM] | 4%
CC(C)(C)NC(=O)c1ccc(Cn2cc(C(F)(F)F)ccc2=O)cc1 | 8 | 4% | -1% | -1% | -2% | 0 | 15 | 6 | -4% | x
CC(C)(C)NC(=O)C(c1ccc(F)cc1)N(Cc1ccco1)C(=O)CCC(=O)Nc1nccs1 (stereo not drawn) | -10 | 1% | 0% | 12% | -14% | 1 | 7 | -12 | 4% | -2%
O=C(O)c1cccnc1C(=O)O | -12 | u | x | -4% | -3% | -63* | -20&68 | -3 | -14% | -2%
COc1ccc(CC(=O)N(Cc2ccccc2)c2ccccc2)cc1S(=O)(=O)N1CCOCC1 | -10 | 0% | 8% | 41%[activator] | 5% | 0 | -17 | -2 | -11% | -6%
Cc1ccc(C2NC(=O)c3ccccc3O2)cc1 (stereo not drawn) | 7 | u | 9% | 4% | -7% | 0 | 4 | 2 | 1% | -2%
Cc1ccc(S(=O)(=O)N2CCN=C2SCc2c(F)cccc2Cl)cc1 | -8 | -19% | 8% | -8% | 8% | x | -24 | 9 | -17% | -5%
COc1ccc(CNC(=O)CC2C(=O)NCCN2C2Cc3ccccc3C2)cc1 (stereo not drawn) | 5 | 3% | -3% | 3% | -5% | x | -9 | 6 | 0% | -5%

Record cards, from the list above. Order of values: Giardia kill | Chronic BCR inh | GALK inh | CXXC DNA block | AT treatment | FBPA coupling cs | TSHR antagonist | KCNH2 WT inh | Tb PFK inh | TCR act
`COc1ccc(CC(=O)N(Cc2ccccc2)c2ccccc2)cc1S(=O)(=O)N1CCOCC1` is entered as -10 | 0% | 8% | 41%[activator] | 5% | 0 | -17 | -2 | -11% | -6%
`Cc1ccc(S(=O)(=O)N2CCN=C2SCc2c(F)cccc2Cl)cc1` is entered as -8 | -19% | 8% | -8% | 8% | x | -24 | 9 | -17% | -5%
`Cc1ccc(C2NC(=O)c3ccccc3O2)cc1` (stereo not drawn) is entered as 7 | u | 9% | 4% | -7% | 0 | 4 | 2 | 1% | -2%
`COc1ccc(CNC(=O)CC2C(=O)NCCN2C2Cc3ccccc3C2)cc1` (stereo not drawn) is entered as 5 | 3% | -3% | 3% | -5% | x | -9 | 6 | 0% | -5%

Bioassay records: PubChem, National Center for Advancing Translational Sciences (NCATS)
